High-throughput results (PubChem)
ATXN viability: reduces viability in counter-screen for ATXN expression inhibitors | S2 cells (HEK-293 line with an ATXN2-luciferase reporter) viability, CellTiter-Fluor protease fluorescence, 24 h | Potency, µM (highest dose often 56.7 µM), actives largely listed as cytotoxic | 0.49% of 400,000 active | AID 651635; active = well fitted cell-killing curve with a large enough effect; inconclusive = small, poorly fitted or top-dose-only effect, or effect the other way; inactive = no such curve, though single readings can be large or run the other way; note: nearly all actives have a fitted effect of over 40% in size
Calls only; i = inactive; ? = inconclusive. Potency is the fitted concentration of half-maximal effect. These rows are one share of the data, so the mix of outcomes need not match the whole.

| mol | ATXN viability |
| --- | --- |
| CCC1(C2CCN(C(=O)c3ccc(C)c(C)c3)CC2)NC(=O)N(CCc2scnc2C)C1=O (stereo not given) | i |
| Cc1cc(C(=O)NCC2CCC3(CCN(Cc4ccc5ccccc5c4)CC3)O2)n(C)n1 (stereo not given) | i |
| O=C1CC[C@@H](C(=O)NCC2Cc3cc(Cl)cc(-c4ccc5[nH]ccc5c4)c3O2)N1 (stereo not given in full) | i |
| Cc1cccc(C(=O)N2CCOc3ccc(CN(C)Cc4cc(C5CC5)n[nH]4)cc3C2)n1 | i |
| OC(c1ccc2c(c1)CN(Cc1cccn1-c1cccnc1)CCO2)C1CCCCC1 (stereo not given) | i |
| CCCN(CC)C(CC)C(=O)Nc1c(C)cccc1C (stereo not given) | i |
| CCN1CCCC1CNC(=O)c1cnn(-c2nccc(-c3ccco3)n2)c1C1CC1 (stereo not given) | i |
| Cc1cccc(C)c1N(CCCc1cccnc1)C(=O)C(C)N (stereo not given) | i |

The listing continues.
| mol | ATXN viability |
| --- | --- |
| COc1ccccc1C(=O)N[C@@H]1c2ccccc2C2(CCN(Cc3cccnc3)CC2)[C@H]1O | i |
| COC(=O)[C@@H]1CCCN1C(=O)c1c(OC)cc(=O)n2c1CCN(Cc1ccc3cccnc3c1)CC2 | i |
| Cc1cnc(-n2ncc(C(=O)N(C)Cc3cccc4ncccc34)c2C(C)C)nc1-c1ccc(F)cc1 | i |
| COC(=O)[C@@H]1CCCN1C(=O)c1cnn(-c2nccc(-c3cc(C)sc3C)n2)c1C1CC1 | i |
| CCC(=O)Oc1ccc2c(c1)CC[C@@H]1[C@@H]2CC[C@]2(C)[C@@H](OC(=O)CC)CC[C@@H]12 | i |
| Cc1nn(C)c(Cl)c1CN1CCOc2ccc(CN3CCC(Oc4cccnc4)CC3)cc2C1 | i |
| COc1ccc(C2NC(=S)N3C(c4ccc(OC)c(OC)c4)NC(=S)N23)cc1OC (stereo not given) | i |
| Cc1ncc(Cc2ccccc2)c(C2CCN(S(=O)(=O)C[C@]34CC[C@H](CC3=O)C4(C)C)CC2)n1 | ? |

Following part:
| mol | ATXN viability |
| --- | --- |
| COc1ccc(-c2ccnc(-n3ncc(C(=O)NC(C)(C)CO)c3C3CC3)n2)cc1F | i |
| Cc1cc(C(=O)Nc2cccc(-c3nc(CNC(=O)c4cnccn4)c(C)o3)c2)c(C)o1 | i |
| CCC1CN(CCNC(=O)c2cccnc2C)Cc2cc(OC)ccc2O1 (stereo not given) | i |
| O=C(NCCN1Cc2ccccc2OC(c2ccsc2)C1)c1cncs1 (stereo not given) | ? |
| Cc1cc(C)n(CC(=O)N2CCC(n3c(C(C)C)nc4cccnc43)CC2)n1 | i |
| COC(=O)C1CCN(Cc2ccc3c(c2)CN(C(=O)C2Cc4ccccc4O2)CCO3)CC1 (stereo not given) | i |
| Cc1ccccc1-c1cc2c(c(OC3CCOC3)c1)OCCN(C(=O)Cn1cccn1)C2 (stereo not given) | i |
| CCn1c(-c2ccccc2F)nc2cc(NC(C)=O)cc(C(=O)N3CCC[C@H]3C(=O)OC)c21 | i |

The results go on.
| mol | ATXN viability |
| --- | --- |
| COCCC1CCCCN1Cc1nc(N2CCCCC2)c2cc(OC)c(OC)cc2n1 (stereo not given) | i |
| OCCCNCc1cc2ccc(F)cc2nc1N1CCN(c2cccc(Cl)c2)CC1 | ? |
| Cc1ccc(CNc2ncnc3sc(C(=O)N4CCCCC4c4cccnc4)c(C)c23)o1 (stereo not given) | i |
| O=C(NCc1ccncc1)c1cnn(-c2nccc(-c3cc4ccccc4o3)n2)c1C1CC1 | ? |
| O=C1NC(=O)C(Cc2ccccc2)(C2CCN(Cc3cccn3-c3cccnc3)CC2)N1 (stereo not given) | i |
| COc1ccccc1-c1ccnc(-n2ncc(C(=O)NCc3cccc(C)n3)c2C)n1 | i |
| COc1cc(OC)c2nc(-c3cc4c(c(OC)c3)OCCN(C(=O)C(C)c3n[nH]c(=O)c5ccccc35)C4)cc(C)c2c1 (stereo not given) | i |
| C#Cc1cccc(C(=O)NCc2nc(-c3ccccc3NC(C)=O)oc2C)c1 | i |

Continued.
| mol | ATXN viability |
| --- | --- |
| O=C(c1cccnc1)C1CCCN(Cc2ccc3c(c2)CN(C(=O)c2cccs2)CCO3)C1 (stereo not given) | i |
| CC(NC(=O)C1CCOCC1)c1nnc2n1CCN(Cc1ccc3cccnc3c1)CC2 (stereo not given) | i |
| CCC(=O)N[C@@H]1c2ccccc2C2(CCN(Cc3ccccn3)CC2)[C@H]1OC | i |
| COc1ccc(C(=O)NCc2nc(-c3cccc(NC(=O)c4ccc(C)s4)c3)oc2C)cc1 | ? |
| O=C(NCCc1nnc2n1CCN(Cc1ccc(F)cc1)CC2)c1ccc(F)cc1 | i |
| CC1CN(CC(=O)NCc2ccc3c(c2)OCO3)Cc2cc(Cl)ccc2O1 (stereo not given) | i |
| O=C1CC[C@@H](CN(Cc2cccnc2)C2CCN(c3ccc(NC(=O)c4cnccn4)cc3)CC2)N1 | i |
| Cc1c(C(=O)N2CCOc3ccc(Cl)cc3C2)sc2ncnc(NCCc3ccccn3)c12 | i |

Part of the list above, field by field.
Cc1ncc(Cc2ccccc2)c(C2CCN(S(=O)(=O)C[C@]34CC[C@H](CC3=O)C4(C)C)CC2)n1
  ATXN viability: ?

COc1ccc(-c2ccnc(-n3ncc(C(=O)NC(C)(C)CO)c3C3CC3)n2)cc1F
  ATXN viability: i

(next part)
| mol | ATXN viability |
| --- | --- |
| CC(C)NC(=O)c1cn(C2CCC(NC(=O)C(C)(C)C)CC2)nn1 (stereo not given) | i |
| COc1ccc(C(=O)NCC2Cc3cc(F)cc(-c4cncnc4)c3O2)cc1 (stereo not given) | ? |
| Cc1c(C(=O)N2CC3CCC2C3)sc2ncnc(NCCc3ccccn3)c12 (stereo not given) | i |
| C=C(NC(=O)C(=C)NC(=O)c1csc(C2=N[C@@H]3c4csc(n4)[C@H]4NC(=O)c5csc(n5)[C@H]([C@](C)(O)[C@@H](C)O)NC(=O)[C@H]5CSC(=N5)C(=CC)NC(=O)C([C@@H](C)O)NC(=O)c5csc(n5)[C@]3(CC2)NC(=O)[C@H](C)NC(=O)C(=C)NC(=O)[C@H](C)NC(=O)C([C@@H](C)CC)NC2C=Cc3c([C@H](C)O)cc(nc3C2O)C(=O)O[C@@H]4C)n1)C(N)=O (stereo not given in full) | ? |
| COC(=O)c1ccc(-c2cccc3c2OC(CNC(=O)/C=C/c2ccc(OC)c(OC)c2)C3)nc1 (stereo not given) | ? |
| Cc1nc2ccc(C(=O)N3CCc4c(cnc(C)c4CNC(=O)/C=C/c4cccs4)C3)cc2nc1C | i |
| CN(CCO)C(=O)c1cn(C2CCN(Cc3cccc4ccccc34)CC2)nn1 | i |
| COc1ccc(O)c(CN2CCCN(c3nc(C)c4cc(C)c(C)cc4n3)CC2)c1 | i |

New compounds follow.
| mol | ATXN viability |
| --- | --- |
| C[C@@H]1C[C@H](OC(=O)c2ccccc2O)CC(C)(C)C1 | i |
| COc1ccc(CN2CCOc3ccc(CN4CCC(Oc5cccnc5)CC4)cc3C2)cc1 | i |
| Cc1cccc(CNC(=O)c2cnn(-c3ncc4c(n3)-c3ccccc3CC4)c2C2CC2)n1 | i |
| C[C@@H](C(=O)O)c1ccc(N2Cc3ccccc3C2=O)cc1 | i |
| COc1cccc(C(=O)NC(C)c2nnc3n2CCN(CC=C(C)C)CC3)c1 (stereo not given) | i |
| C=CCSC[C@@H]1Nc2cc(Cl)c(S(N)(=O)=O)cc2S(=O)(=O)N1 | i |
| Cc1cc(C)cc(C(=O)NCCn2cc(C(=O)N3CCSCC3)nn2)c1 | i |
| COCc1c(C(=O)NC2CCCCCC2)cnn1-c1nccc(-c2cc(C)sc2C)n1 | i |

More structures
| mol | ATXN viability |
| --- | --- |
| CN(Cc1cnc2nc(N)nc(N)c2n1)c1ccc(C(=O)N[C@H](CCC(=O)O)C(=O)O)cc1 | i |
| COc1cc(=O)n2c(c1C(=O)N(C)Cc1cscn1)CCN(C(=O)c1ccc(C)cc1C)CC2 | i |
| COC(=O)c1cc(CNC(=O)c2cccc3ccccc23)cc(NC(=O)c2ccccc2OC)c1 | ? |
| CC(=O)Nc1cc(C(=O)N2CCCC(C)C2)cc2ncn(CCc3ccccn3)c12 (stereo not given) | i |
| OC1(c2cccnc2)CCN(Cc2ccc3c(c2)CN(Cc2cccc(C(F)(F)F)c2)CCO3)CC1 | i |
| CC(=O)c1ccc(F)c(-c2cc(C)cc3c2OC(CNC(=O)Cc2ccc4c(c2)OCO4)C3)c1 (stereo not given) | i |
| COc1cc(=O)n2c(c1C(=O)NCc1ccco1)CCN(C(=O)c1c(F)ccc(F)c1F)CC2 | i |
| CC1CN(CC(=O)NCC2(N3CCOCC3)CCCC2)Cc2cc(Cl)ccc2O1 (stereo not given) | i |

An excerpt of these results, with each value named:
structure: COc1cc(=O)n2c(c1C(=O)N(C)Cc1cscn1)CCN(C(=O)c1ccc(C)cc1C)CC2
  ATXN viability: i

structure: COC(=O)c1cc(CNC(=O)c2cccc3ccccc23)cc(NC(=O)c2ccccc2OC)c1
  ATXN viability: ?

structure: CC(=O)Nc1cc(C(=O)N2CCCC(C)C2)cc2ncn(CCc3ccccn3)c12 (stereo not given)
  ATXN viability: i

structure: OC1(c2cccnc2)CCN(Cc2ccc3c(c2)CN(Cc2cccc(C(F)(F)F)c2)CCO3)CC1
  ATXN viability: i

Additional results follow:
compound	ATXN viability
COc1ccc(CNC(=O)c2cnn(-c3nccc(-c4ccco4)n3)c2C)cc1OC	i
O=C(NCc1nnc2n1CCN(C(=O)c1cccc(Cl)c1)CC2)C1CC1	?
COC(=O)c1cc(CNC(=O)c2cccc(N(C)C)c2)cc(NC(=O)c2ccccc2Cl)c1	i
COc1cccc(CN2CCCC(c3nc(-c4ccncc4)ncc3-c3ccccc3C)C2)c1O (stereo not given)	i
COc1cc2cc3c4cc(OC)c(OC)cc4cc[n+]3c(C)c2cc1OC	i
COc1cccc(CCNc2ncnc3sc(C(=O)N4CCOCC4)c(C)c23)c1	i
CS(=O)(=O)Nc1cc2occ(NC=O)c(=O)c2cc1Oc1ccccc1	i
Cc1cn2cc(CNC(=O)CN3Cc4ccccc4OC(c4ccccc4F)C3)nc2s1 (stereo not given)	?
COc1cc(=O)n2c(c1C(=O)N(C)Cc1nonc1C)CCN(Cc1cccc(Cl)c1)CC2	i
CNC(C)[C@@H]1CC[C@@H](N)[C@@H](O[C@H]2[C@H](O)[C@@H](O[C@H]3OC[C@](C)(O)[C@H](NC)[C@H]3O)[C@H](N)C[C@@H]2N)O1 (stereo not given in full)	i
CCc1nc2cc(C(=O)NCC3CCS(=O)(=O)C3)cc(NC(=O)c3ccccc3OC)c2n1C (stereo not given)	?
COc1ccccc1CC(=O)NCC1Cc2cc(F)cc(-c3cncnc3)c2O1 (stereo not given)	i
CCCCCN(CCCCC)C(=O)[C@H](CCC(=O)O)NC(=O)c1ccc(Cl)c(Cl)c1	i
Cc1cnc(C(=O)NCc2c(C)ncc3c2CCN(C(=O)/C=C/c2cccs2)C3)cn1	i
COc1cccc(-c2ccnc(-n3ncc(C(=O)NCc4cccnc4)c3C3CC3)n2)c1	i
CC(C)Cc1cc(C(=O)NCC2Cc3cc(F)cc(-c4ccccn4)c3O2)no1 (stereo not given)	?
O=C(Cn1cnnn1)N[C@@H]1C(=O)N2C(C(=O)O)=C(CSc3nncs3)CS[C@H]12	i
COc1cc(OC)c(OC)cc1CN1CCOc2ccc(CN3C[C@@H](C)O[C@@H](C)C3)cc2C1	i
Oc1cc(-c2nc3ccccc3s2)cc2c1OCCN(Cc1cccn1-c1nccs1)C2	i
COc1ccccc1C1CN(Cc2cccc(O)c2)Cc2ccccc2O1 (stereo not given)	i

Remaining list, next part
compound	ATXN viability
Cc1c(C(=O)NC2CCCCC2)sc2ncnc(NCCN(C)C)c12	i
Cc1cnc(-n2ncc(C(=O)NCC3CCCN(C)C3)c2C)nc1-c1cccs1 (stereo not given)	i
Cc1ccc(CN2CCc3nnc(C(NS(C)(=O)=O)C(C)C)n3CC2)cc1C (stereo not given)	i
CN(C(=O)c1cnn(-c2ncc3c(n2)-c2ccccc2CCC3)c1C1CC1)C1CCOC1 (stereo not given)	i
CC(=O)c1ccc(F)c(-c2cc(C)cc3c2OC(CNC(=O)C(C)n2nc(C)cc2C)C3)c1 (stereo not given)	?
COC(=O)c1ccccc1-c1cc(C)cc2c1OC(CNC(=O)C1CCOC1)C2 (stereo not given)	i
COCC(=O)Nc1cc(C(=O)N2CCC(c3ccccc3)CC2)cc2nc(-c3ccccc3)n(C)c12	?
COc1cccc(CNC(=O)c2c(OC)cc(=O)n3c2CCN(C(=O)C2=C(C)OCCO2)CC3)c1	i
Cc1c(C(=O)NCCC2CCCN2C)cnn1-c1nccc(-c2ccccc2F)n1 (stereo not given)	i
COc1ccccc1-c1ccnc(-n2ncc(C(=O)NC(C)(C)CO)c2C2CC2)n1	i
O=C(NCCc1nnc2n1CCN(CC1CC=CCC1)CC2)c1ccc(F)cc1 (stereo not given)	i
NC[C@@H]1O[C@H](O[C@H]2[C@H](O)[C@@H](O[C@H]3[C@H](O)[C@H](N)C[C@H](N)[C@H]3O[C@@H]3O[C@H](CO)[C@@H](O)[C@H](O)[C@@H]3N)O[C@H]2CO)[C@@H](N)[C@H](O)[C@@H]1O	i
C=C(C)[C@H]1CC[C@]2(CO)CC[C@]3(C)[C@@H](CC[C@H]4[C@@]5(C)CC[C@@H](O)C(C)(C)[C@@H]5CC[C@@]43C)[C@H]12	i
Cn1c(C2CCC2)nc2cc(C(=O)N3CCOc4ccccc4C3)cc(NC(=O)C3CCCO3)c21 (stereo not given)	i
CCC(=O)NS(=O)(=O)c1ccc(-c2c(-c3ccccc3)noc2C)cc1	i
COc1cc(-c2cc(C)c3c(OC)ccc(OC)c3n2)cc2c1OCCN(C(=O)CCn1ccc(C)n1)C2	?
NC(=O)[C@@H]1CCCN1C(=O)CC1(c2cccc(F)c2)CC(=O)N(C2CCCC2)C1=O (stereo not given in full)	i
